# Assay outcomes as filed in PubChem.
# EP2 modulator = EP2 receptor modulators, cAMP readout, primary screen, cell-based, HTRF cAMP, PGE2 stimulation; Prostaglandin E2 receptor EP2 subtype (Homo sapiens), P43116; EP2-expressing cells, cAMP HTRF FRET, PGE2 co-stimulation; induction, % at 25 µM; 0.83% of 260,000 active; AID 940, 2007;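 active means compounds whose cAMP rise, as percent of the full-agonist control response, exceeds 60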;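 further: rat C6 glioma line stably carrying human EP2 under a CMV promoter; the protocol text gives 20 µM as final concentration; 100% = response of wells given 1 µM PGE2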
# Target sequence (P43116 whole entry, looked up): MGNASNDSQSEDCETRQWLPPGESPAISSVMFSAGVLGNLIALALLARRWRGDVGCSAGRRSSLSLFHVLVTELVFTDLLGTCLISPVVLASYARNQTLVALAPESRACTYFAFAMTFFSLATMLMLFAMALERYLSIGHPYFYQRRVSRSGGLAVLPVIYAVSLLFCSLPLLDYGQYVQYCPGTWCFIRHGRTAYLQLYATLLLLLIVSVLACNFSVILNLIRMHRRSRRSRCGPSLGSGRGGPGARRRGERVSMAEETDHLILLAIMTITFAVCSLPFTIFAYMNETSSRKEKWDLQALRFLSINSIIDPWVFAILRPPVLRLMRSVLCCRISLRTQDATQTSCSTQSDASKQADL
# Starred values were filed as active, the others as inactive; & = joins results of further samples. Some of the compounds tested (hit frequency here may not be typical).
SMILES,EP2 modulator
c1ccc(C[n+]2cccc(-c3cc4ccccc4[nH]3)c2)cc1,-32
Cc1cc(=O)[nH]c(N2CCN(CC(=O)N3CCCCC3C)CC2)n1 (stereo not drawn),-17
Cc1nc2c(c(=O)[nH]1)CCN(Cc1ccc(N3CCCC3)cc1C)C2,-64
Cc1ccsc1CN(CCCO)Cc1cc(F)ccc1F,49
COc1cc(C(=O)NCc2nc(-c3ccncc3)n[nH]2)cc(OC)c1OC,10
Nc1c(C(=O)Nc2c(Cl)cccc2Cl)sc2nc(-c3ccncc3)ccc12,-58
COc1ccccc1-c1cc(C(=O)N2CCC(O)(c3cccc(C)c3)CC2)no1,-109
Cc1noc(C)c1CCC(=O)NC1CC2(CCCC2)Oc2ccccc21 (stereo not drawn),1
O=C(Nc1ccc(Nc2ccccc2)cc1)c1cccs1,-72
Cc1ccc(C)c(/C(=N/N=C(N)N)C2CC2)c1,24
Cc1ccc(CN(CCCN2CCOCC2)Cc2nc[nH]c2C)o1,21
Cn1c(Cn2cnc3ccccc32)nnc1SCC(=O)Nc1cccc(Cl)c1,-28
CCn1c(CSc2nc(C)cc(C)n2)nnc1SCC(=O)Nc1cccc(Cl)c1,-27
COc1ccc(Cl)cc1C(=O)N1CCN(C(=O)c2ccco2)CC1,-24
C=C(C)Cn1c(SC/C=C/C)nc2c1c(=O)[nH]c(=O)n2C,24
COC(=O)c1ccc(NS(=O)(=O)c2ccc3c(c2)n(C)c(=O)n3C)cc1,-54
COc1ccccc1OCCN(C)C(=O)Cn1c(=O)oc2ccc(C)cc21,-30
CCOc1cc(CN2CCN(Cc3cc(OC)c(OC)c(OC)c3)CC2)ccc1OC,6
CC(=O)Nc1ccc(Nc2nc(C)cc(C)n2)cc1,-35
CN(C)C(=O)CSc1nnc(-c2ccco2)n1Cc1ccccc1,13

# A portion from further up, for reference:
SMILES,EP2 modulator
Cc1nc2c(c(=O)[nH]1)CCN(Cc1ccc(N3CCCC3)cc1C)C2,-64
Cc1ccsc1CN(CCCO)Cc1cc(F)ccc1F,49
COc1cc(C(=O)NCc2nc(-c3ccncc3)n[nH]2)cc(OC)c1OC,10
Nc1c(C(=O)Nc2c(Cl)cccc2Cl)sc2nc(-c3ccncc3)ccc12,-58
COc1ccccc1-c1cc(C(=O)N2CCC(O)(c3cccc(C)c3)CC2)no1,-109
Cc1noc(C)c1CCC(=O)NC1CC2(CCCC2)Oc2ccccc21 (stereo not drawn),1
O=C(Nc1ccc(Nc2ccccc2)cc1)c1cccs1,-72
Cc1ccc(C)c(/C(=N/N=C(N)N)C2CC2)c1,24
Cc1ccc(CN(CCCN2CCOCC2)Cc2nc[nH]c2C)o1,21
Cn1c(Cn2cnc3ccccc32)nnc1SCC(=O)Nc1cccc(Cl)c1,-28
CCn1c(CSc2nc(C)cc(C)n2)nnc1SCC(=O)Nc1cccc(Cl)c1,-27
COc1ccc(Cl)cc1C(=O)N1CCN(C(=O)c2ccco2)CC1,-24
C=C(C)Cn1c(SC/C=C/C)nc2c1c(=O)[nH]c(=O)n2C,24
COC(=O)c1ccc(NS(=O)(=O)c2ccc3c(c2)n(C)c(=O)n3C)cc1,-54
COc1ccccc1OCCN(C)C(=O)Cn1c(=O)oc2ccc(C)cc21,-30

# Remaining list, next part:
SMILES,EP2 modulator
CCC(c1nnnn1CCc1ccccc1)N(Cc1cc2cccc(C)c2[nH]c1=O)C1CCCCC1 (stereo not drawn),30
CCC(C)NC(=O)C1CCCN(S(=O)(=O)c2ccc(C)c(Cl)c2)C1 (stereo not drawn),-14
Cc1ccc2c(c1)cc(CN(C(=O)Nc1ccccc1)C1CCCCC1)c1nnnn12,-2
O=C1NC2(CCN(C(=O)C3CC(=O)N(c4ccccc4F)C3)CC2)Nc2ccccc21 (stereo not drawn),-2
O=c1[nH]c(O)c(C=NCc2ccc3c(c2)OCO3)c(=O)[nH]1,-2
CCc1nn(CCC(N)=O)c(=O)c2cc3oc(C)cc3n12,-11
CCOCc1nnc(NC(=O)C2CC(=O)N(c3ccc(C)cc3)C2)s1 (stereo not drawn),-13
CC(C)(C)C(=O)N1CCC(n2nc(-c3cccs3)oc2=O)CC1,-18
C=CCn1c(=O)c(C(=O)NCC[N+](C)(CC)CC)c(O)c2ccccc21,-2
CCCNC(=O)CSc1nnc2c3cc(OC)ccc3n(C)c2n1,19
Cn1c(COc2ccc3ccccc3c2)nnc1SCC(=O)Nc1ccccc1,-12
Cc1ccc(-c2c(C)nn3c(NCCCO)cc(C)nc23)cc1,-3
Cc1ccc(-c2nc(SCC(=O)NCc3cccs3)c3ccccc3n2)cc1,5
NNc1nc2sc3c(c2c(=O)n1-c1ccccc1)CCC3,-21
COc1ccc(OC)c(NC(=O)CN2C(=O)CC(c3ccccc3)=Nc3ccccc32)c1,-13
COc1ccc(S(=O)(=O)N2CC(=O)Nc3ccccc32)cc1,-16
O=C(CC1NC(=O)c2ccccc21)NCCc1nc(-c2ccncc2)n[nH]1 (stereo not drawn),-10
COc1ccc2cc(C#N)c(SCC(=O)Nc3ccccc3Br)nc2c1,67*
O=C(O)c1ccc2[nH]c(=O)[nH]c2c1,13
CC(=O)Nc1ccc(NC(=O)CSc2cc(C)c3ccc(C)c(C)c3n2)cc1,-10
Cc1n[nH]c(=O)c2cc3sccc3n12,-37
C/C(=N\O)[C@@H]1C[C@H](CC(=O)O)C1(C)C,13
CC1(C)CC2/C(CO)=C/C=C/[C@@](C)(O)CC[C@]21O (stereo partly drawn),1
Cc1cc(C)c2nc(SCC(=O)Nc3nc(C)c(C)s3)cc(C)c2c1,61*
CN1CCc2c(cc(O)c(O)c2Cl)C(c2cccc(Cl)c2)C1 (stereo not drawn),-2
O=C(C1CCCO1)N1CCC(n2nnc(-c3ccc(F)cc3)n2)CC1 (stereo not drawn),-42
Cc1occc1-c1nnc(SCC(=O)Nc2ccc3c(c2)OCO3)n1C,-39
COc1cccc(NC(=O)c2sc(NC(=O)C3CC3)nc2C)c1,-61
COc1ccc(C(c2nnnn2C(C)(C)C)N2CCC(C(N)=O)CC2)cc1 (stereo not drawn),-9
O=C(NC1(c2ccc(F)cc2)CCCC1)c1cnn2cccnc12,-46
Cc1ccc(C)c2[nH]c(=O)c(CN(CCO)C(=O)Nc3ccccc3)cc12,-40
Cc1nn(CC(=O)N2CCCCC2C)c(=O)c2cc3sccc3n12 (stereo not drawn),-2
C[C@H]1C[C@@H]2[C@@H]3CCC4=CC(=O)C=C[C@@]4(C)[C@@]3(F)[C@H](O)C[C@@]2(C)[C@]1(O)C(=O)COP(=O)(O)O,14
CC1CCN(c2nc3c(c(=O)[nH]2)CCN(C(=O)c2cnccn2)C3)CC1,-7
CC(=O)Nc1cccc(-c2csc(Nc3ncccc3C)n2)c1,-82
CC(C(=O)NC1CCCC1)N(Cc1ccc2c(c1)OCO2)C(=O)Cn1nnc(-c2ccc(F)cc2)n1 (stereo not drawn),-28
Cc1ccc2[nH]c(=O)c(CN(C3CCCC3)C(c3nnnn3C3CCCCC3)C(C)C)cc2c1 (stereo not drawn),7
CC(C)(C)NC(=O)CSc1nnnn1C1CCCCC1,-10
COc1ccc(-c2cc(=O)c3ccccc3o2)cc1OC,-6
c1ccc(-c2nnn(CCN3CCCCC3)n2)cc1,5
COc1ccc2cc(C)c3nn(Cc4cccnc4)c(=O)n3c2c1,7
CCOc1cccc(C2C3=C(CCCC3=O)N(C)C3=C2C(=O)CCC3)c1,-27
Cc1ccc(C(=O)N(CC(=O)NC2CCCC2)c2cccc(Cl)c2)s1,-2
Cc1ccc(NC(=O)CN2C(=O)c3cccc4cccc2c34)cc1C,-18
CCc1ccc2[nH]c(=O)c(CN(Cc3cccs3)C(=O)Nc3ccccc3OC)cc2c1,-3
Cc1ccc(CN(CCCn2ccnc2)Cc2cccn2-c2ccccn2)o1,14
Cc1nonc1CC(=O)N1CCC(n2nnc(-c3ccc(F)cc3)n2)CC1,-2
COc1ccc(N(C(=O)c2ccco2)C(C(=O)NC(C)(C)C)c2ccccc2)cc1 (stereo not drawn),-16
CO[C@H]1/C=C/O[C@@]2(C)Oc3c(C)c(O)c4c(O)c(c5c(nc6cc(C)ccn65)c4c3C2=O)NC(=O)/C(C)=C\C=C\[C@H](C)[C@H](O)[C@@H](C)C(O)[C@@H](C)[C@H](OC(C)=O)[C@@H]1C (stereo partly drawn),2
Cc1ccccc1-c1nc2cc(NC(=O)C3CC3)ccc2o1,-54

# A different layout for part of the listing above:
molecule | EP2 modulator
Cc1ccc(CN(CCCn2ccnc2)Cc2cccn2-c2ccccn2)o1 | 14
Cc1nonc1CC(=O)N1CCC(n2nnc(-c3ccc(F)cc3)n2)CC1 | -2

# Remaining list, next part:
SMILES,EP2 modulator
CCOc1ccc2nc(NC(=O)c3ccc(OC)cc3OC)sc2c1,-26
CCc1cc(=O)[nH]c(NC2CCN(CC(=O)Nc3ccccc3C(F)(F)F)CC2)n1,-35
C=C(C)Cn1nc(C)c(CN(C)CCN2CCCCC2)c1C,28
COc1cccc(NC(=O)COc2ccc(N3CC(C(N)=O)CC3=O)cc2)c1 (stereo not drawn),14
CCOC(=O)c1cnc2ccc(F)cc2c1NCc1cccnc1,9
Cc1ccc(C(=O)NCCCN2CCOCC2)cn1,-5
O=C1CC[C@@H](NCc2ccc(Sc3ncccn3)o2)[C@H](c2cc(F)cc(F)c2)N1,-63
CC1CN(c2nc3c(c(=O)[nH]2)CCN(Cc2c(O)ccc4ccccc24)C3)CC(C)O1 (stereo not drawn),-69
Cc1ccc(-c2nnn(CC(=O)N(CC(=O)NC3CCCCC3)Cc3ccc(F)cc3)n2)o1,-35
Cc1ccc2[nH]c(=O)c(CN(C3CCCC3)S(=O)(=O)c3ccccc3Cl)cc2c1,-7
CCN1CCN(C(c2cc3cc(C)c(C)cc3[nH]c2=O)c2nnnn2Cc2ccccc2)CC1 (stereo not drawn),-5
Cc1nc2c(c(=O)[nH]1)CCN(C(=O)C1(c3ccc(Cl)cc3)CCCC1)C2,1
CCC(c1nnnn1C(C)(C)CC)N(Cc1cc2cc(C)cc(C)c2[nH]c1=O)C1CCCCC1 (stereo not drawn),25
Cc1cc2cc3c(cc2nc1SCC(=O)Nc1nccs1)OCCO3,13
CCC(=O)N(Cc1ccc2c(c1)OCO2)Cc1cc2ccc(C)cc2[nH]c1=O,-57
CCOc1ccc(CN2CCc3c(nc(N4CC(C)OC(C)C4)[nH]c3=O)C2)cc1OC (stereo not drawn),2
CCOc1ccccc1NC(=O)c1sc(NC(=O)c2ccc3c(c2)OCO3)c(C(=O)OC)c1C,18
COc1ccc2[nH]c(=O)c(CN(Cc3ccc4c(c3)OCO4)S(=O)(=O)c3ccc(F)cc3)cc2c1,-4
COc1ccc(N(C(=O)c2ccccn2)C(C(=O)NC2CCCCC2)c2cccs2)cc1OC (stereo not drawn),60
Cc1cc2c(cc1C)N(C(=O)CSc1ncn(C)n1)C(C)(C)c1ssc(=S)c1-2,-2
CC(=O)c1cccc(NC(=O)CSc2nc(-c3cccs3)cc(C(F)(F)F)n2)c1,-109
O=C(c1ccccn1)N1CCC(O)(c2ccccn2)CC1,25
O=C(CN1CCC(n2nnc3cc(F)ccc32)CC1)Nc1cccc(F)c1,-68
Cc1cccc2cc(CN(Cc3cccnc3)Cc3nnnn3CC3CCCO3)c(=O)[nH]c12 (stereo not drawn),-4
N#C/C(=C\c1ccc(O)c(O)c1)C(=O)NCCc1ccccc1,-8
CC(O)CN1C(=O)C(=O)/C(=C(\O)c2ccc(Cl)cc2)C1c1cccnc1 (stereo not drawn),14
O=C(NC1CC2(CCCC2)Oc2ccccc21)c1cnccn1 (stereo not drawn),1
Cc1[nH]c2c(C)cccc2c1CC(=O)NC1CCCN(C)C1 (stereo not drawn),2
CC(C)(C)NC(=O)CSc1nnc(-c2ccncc2)n1C1CCCCC1,15
O=C(Cc1ccc2c(c1)OCO2)N1CCC(O)(c2cccc(F)c2)CC1,-36
COc1cc2[nH]c(=O)c(C(=O)NCc3ccc(F)cc3)c(O)c2cc1OC,22
NS(=O)(=O)c1cc(C(=O)O)c(Cl)c([N+](=O)[O-])c1Cl,39
Cc1sc(NC(=O)CSc2ncnc3sc4c(c23)CCC4)c(C#N)c1C,27
COc1ccccc1CC(=O)N1CCC(c2c(S(C)(=O)=O)cnc3ncnn23)CC1,-23
COCCn1c(SCC(=O)Nc2ccc(OC)cc2)nnc1-c1ccncc1,7
CCn1c(=O)c(C(=O)NNC(C)=O)c(O)c2ccccc21,-29
COCCSc1ccccc1C(=O)Nc1nc2ccc(C)cc2s1,-4
CCN1CCCC1CN(Cc1ccc(O)cc1)Cc1ccccn1 (stereo not drawn),-10
CCN1CC23C=CC(O2)C(C(=O)NC2(c4ccc(F)cc4)CCCC2)C3C1=O (stereo not drawn),-32
CC(C)c1nnc(SCC(=O)Nc2cccc(F)c2)n1C,-6
CC(C)(C)Nc1c(-c2ccc(O)c(O)c2)nc2cnccn12,-91
Cc1ccc(N2CCCC2=O)cc1S(=O)(=O)Nc1ccc(Cc2ccncc2)cc1,-63
COc1ccc(C(=O)Nc2cc(C(F)(F)F)ccc2N2CCCC2)cc1OC,-34
Cc1cc(-c2cnc(C)nc2C2CCCN(CC(=O)N3CCOCC3)C2)on1 (stereo not drawn),-24
CC(=O)N1CCC2(CC1)CC(O)c1cc(C)c(C)cc1O2 (stereo not drawn),5
COc1ccc(C(C(=O)NC2CCCC2)N(C(=O)Cc2cccs2)C2CC2)cc1 (stereo not drawn),1
CCC1(C)CC(=O)NC1=O (stereo not drawn),19&6
COc1cc2cc(CN(CCCN(C)C)C(=O)Nc3ccccc3)c(=O)[nH]c2cc1OC,19
COc1ccc(C(=O)C[N+]2=C(C)c3ccccc3CC2)cc1,-51
CCC(C)C(=O)Nc1nnc(SCC(=O)NC2CCCC2)s1 (stereo not drawn),-50
COc1cc(OC)cc(C(=O)Nc2ccc(O)c(-c3nc4cc(C)c(C)cc4o3)c2)c1,-45
COCCn1c(SCC(=O)N2c3ccccc3CCc3ccccc32)nc2cccnc21,4
COc1ccc(NC(=O)CCCSc2nc(-c3ccco3)cc(C(F)(F)F)n2)cc1,-178
